ARFGAP1 inhibitor: inhibitors of rat ARFGAP1 GAP activity, primary screen, biochemical, fluorescence polarization, GDP tracer | ADP-ribosylation factor GTPase-activating protein 1 (Rattus norvegicus), Q62848 | Arfgap1-stimulated ARF1 GTP hydrolysis, GDP FP detection | inhibition, % at 16.5 µM | 360,000 tested, 0.26% active;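 active means inhibition above a per-plate limit, mean inhibition of low control wells plus 3 SD, cut at about 25% in these data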;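 further: 0% = DMSO wells with enzyme and 100% = wells lacking Arfgap1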
Target sequence (Q62848 1-136 limits assumed): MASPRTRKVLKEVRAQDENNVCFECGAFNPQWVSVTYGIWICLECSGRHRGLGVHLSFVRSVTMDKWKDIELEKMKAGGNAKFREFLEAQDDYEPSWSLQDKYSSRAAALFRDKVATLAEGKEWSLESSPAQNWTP
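Repeats: one replicate per compound; assay system: rat Arfgap1 catalytic domain, aa 1-136; times: enzyme reaction 120 min at 25 °C after 20 min preincubation; detection: FP of antibody-bound GDP Alexa 633 tracer, ex 620/em 688 nm; benchmarks: high control wells lacking Arfgap1, low control full reaction with DMSO; reagent: human ARF1(Δ1-17)-GTP substrate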
Tn6 DDE FP: inhibitors of Tn6 peptide binding to fibrin DD(E), primary screen, biochemical, fluorescence polarization, human fibrin, Tn6 probe | Fibrinogen beta chain (Homo sapiens), P02675 | Fibrin DD(E) TRITC-Tn6 fluorescence polarization displacement | inhibition, % at 8.3 µM | 370,000 tested, 0.21% active | AID 720509, 2013;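 active means inhibition above a per-campaign cutoff: mean of compounds within control limits plus 3 SD, cut at about 15% in these data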;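 further: 0% = median of all compound wells on the plate and 100% = blocking peptide control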
SIAE inh: human SIAE inhibitors, primary screen, biochemical, fluorescence polarization, FP-Rh probe, 1536-well HTS; inhibition, % at 9.66 µM; Sialate O-acetylesterase (Homo sapiens), Q9HAT2; SIAE FP-Rh probe binding; 370,000 tested, 0.69% active; AID 1053197, 2014;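 active means inhibition above a cutoff: mean of compounds within the control limits plus 3 SD of those, cut at about 17% in these data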;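 further: 0% = plate median of compound wells and 100% = probe without SIAE protein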
ADAM17 inh: ADAM17 inhibitors, primary screen, biochemical, QFRET; recombinant ADAM17, EDANS/DABCYL FRET peptide cleavage; inhibition, % at 6.95 µM; 370,000 tested, 0.83% active; AID 720648, 2013;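 active means inhibition above the mean of compounds lying between control limits plus 3 SD, set per campaign, cut at about 8.5% in these data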;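 further: 0% = DMSO-only wells as the low control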
ASAP1 GAP inh: inhibitors of human ASAP1 ArfGAP activity, primary screen, biochemical, fluorescence polarization. ASAP1-stimulated ARF1 GTP hydrolysis, GDP FP detection. AID 624377, 2012. inhibition, % at 16.5 µM. Arf-GAP with SH3 domain, ANK repeat and PH domain-containing protein 1 (Homo sapiens), …. 360,000 tested, 0.19% active; in the data active means inhibition above about 25%;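 further: 0% = vehicle with enzyme and substrate and 100% = no enzyme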
Target sequence (Q9ULH1 325-724 limits assumed): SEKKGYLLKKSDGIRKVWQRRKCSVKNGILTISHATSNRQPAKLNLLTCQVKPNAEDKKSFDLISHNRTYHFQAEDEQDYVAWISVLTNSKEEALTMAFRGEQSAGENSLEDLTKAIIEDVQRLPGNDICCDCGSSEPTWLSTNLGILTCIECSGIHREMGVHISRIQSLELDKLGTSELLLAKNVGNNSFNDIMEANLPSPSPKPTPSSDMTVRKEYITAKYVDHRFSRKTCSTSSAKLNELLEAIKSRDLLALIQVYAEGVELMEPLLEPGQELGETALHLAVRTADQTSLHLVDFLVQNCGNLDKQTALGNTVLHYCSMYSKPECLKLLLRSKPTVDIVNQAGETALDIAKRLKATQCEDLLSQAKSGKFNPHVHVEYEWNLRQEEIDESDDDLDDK
TDP2 absorb: human TDP2 enzyme inhibitors, primary screen, biochemical, epi absorbance, recombinant enzyme; Tyrosyl-DNA phosphodiesterase 2 (Homo sapiens), O95551; T5PNP hydrolysis, p-nitrophenol absorbance 415 nm; inhibition, % at 12.8 µM; 370,000 tested, 0.34% active; AID 720702, 2013;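 active means inhibition above the mean of all tested compounds plus 3 SD, set per campaign, cut at about 25% in these data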;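 further: 0% = DMSO with enzyme and 100% = buffer with substrate but no TDP2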
Target sequence (O95551 whole entry, looked up): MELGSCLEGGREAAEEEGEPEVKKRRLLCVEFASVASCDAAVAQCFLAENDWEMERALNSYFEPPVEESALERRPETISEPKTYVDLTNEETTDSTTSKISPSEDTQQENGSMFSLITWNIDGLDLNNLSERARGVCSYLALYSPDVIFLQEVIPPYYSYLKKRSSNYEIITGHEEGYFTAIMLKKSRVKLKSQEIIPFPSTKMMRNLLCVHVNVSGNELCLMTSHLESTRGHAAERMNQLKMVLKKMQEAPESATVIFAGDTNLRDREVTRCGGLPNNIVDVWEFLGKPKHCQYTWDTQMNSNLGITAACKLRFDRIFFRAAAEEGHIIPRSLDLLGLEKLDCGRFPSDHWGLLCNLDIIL
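System – recombinant human TDP2 · Quantity – TDP2 enzyme at 120 nM final · Doses – single concentration, 12.8 µM nominal, with 1% DMSO · Incubation – 2 h at 37 °C · Measured by – epi absorbance of p-nitrophenol freed from T5PNP by hydrolysis · Read-out – % inhibition relative to enzyme-containing and enzyme-free wells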
PLC-gamma1 inh: PLC-gamma1 enzyme inhibitors, primary screen, biochemical, fluorescence, purified enzyme | 1-phosphatidylinositol 4,5-bisphosphate phosphodiesterase gamma-1 (Homo sapiens), P19174 | fluorogenic substrate | inhibition, % at 12.2 µM | 370,000 tested, 0.84% active; in the data active means inhibition above about 9.5%
PLC-beta3 inh: human PLC-beta3 inhibitors, primary screen, biochemical, fluorescence; 370,000 tested, 0.18% active; inhibition, % at 12.2 µM; Purified PLC-beta3, fluorogenic substrate; 1-phosphatidylinositol 4,5-bisphosphate phosphodiesterase beta-3 (Homo sapiens), Q01970; in the data active means inhibition above about 11%;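 further: 0% = median of compound wells on plate and 100% = full blocker control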
ADAM10 inh: human ADAM10 inhibitors, primary screen, biochemical, QFRET, HTS. recombinant ADAM10, EDANS/DABCYL FRET peptide cleavage, 3 h. inhibition, % at 7 µM. 370,000 tested, 0.62% active;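 active means inhibition above a per-campaign cutoff equal to the mean of compounds falling between control-based bounds plus 3 SD, cut at about 20% in these data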;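 further: 0% = DMSO wells while the 100% control is not disclosed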
Tn7 DDE FP: inhibitors of Tn7 peptide binding to fibrin DD(E), primary screen, biochemical, fluorescence polarization, human fibrin, Tn7 probe; Fibrinogen beta chain (Homo sapiens), P02675; FP displacement of FITC-Tn7 peptide from fibrin DD(E); 0% = median of compound wells per plate; inhibition, % at 8.3 µM; 370,000 tested, 0.13% active; AID 720508, 2013;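 active means inhibition above the mean of compounds falling within the control limits plus 3 SD of them, cut at about 14% in these data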;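 further: 0% = plate median of compound wells and 100% = 10 µM Aha-Tn7 peptide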
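system = human fibrin DD(E) protein | quantity = DD(E) 2 µM final | medium = Tris/NaCl/CaCl2 buffer, pH 7.8 | also added = labelled Tn7 tracer, 0.1 µM | compound dosing = single point at 8.3 µM | timing = compound with protein 10 min, then 3 h after probe, room temperature | signal = FP measurement | benchmarks = Aha-Tn7 high control | repeats = one replicate per compound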
* = called active by the depositor; x = no result given.

SMILES | ARFGAP1 inhibitor | Tn6 DDE FP | SIAE inh | ADAM17 inh | ASAP1 GAP inh | TDP2 absorb | PLC-gamma1 inh | PLC-beta3 inh | ADAM10 inh | Tn7 DDE FP
O=S(=O)(CC12C3C4C5C1C2C(Br)(C43)C51OCCO1)c1ccccc1 (configuration not stated) | -2 | 0 | 1 | 3 | -11 | -10 | 1 | 2 | -7 | 1
Cc1ccc(-c2cn3cc([N+](=O)[O-])ccc3n2)cc1 | 2 | -1 | 2 | -5 | 6 | 3 | -2 | -4 | -7 | -3
COc1ccc(Cn2c(CCC(=O)O)nc3cccnc32)cc1 | -8 | 7 | -9 | -3 | -14 | 8 | -1 | 0 | -3 | 10
O=C(NC1=NCCS1)C1CC(=O)N(c2ccccc2)C1 (configuration not stated) | 4 | 0 | -1 | -6 | 3 | -1 | -2 | 2 | -10 | 8
CC(C)C[C@@H](COc1ccccc1)N1CCN(CCc2ccccc2)CCC1=O | -5 | 9 | -4 | 1 | 0 | -4 | 2 | -1 | 8 | -4
C[C@@H]1CCCCO[C@H](CN(C)C(=O)Cc2ccccc2)[C@@H](C)CN([C@H](C)CO)C(=O)c2cc(N(C)C)ccc2O1 | -5 | -6 | 13 | -7 | -7 | 7 | -4 | -7 | -8 | 7
CC1(C)C[C@H](O)[C@]2(CO)[C@H](O)C[C@]3(C)C(=CCC4[C@@]5(C)CC[C@H](O)C(C)(C)C5CC[C@]43C)[C@@H]2C1 (some centres not stated) | 4 | -5 | -3 | -3 | -3 | -1 | 0 | -1 | 2 | -7
Cc1cc(C(=O)Nc2ccccc2N2CCOCC2)c(C)o1 | -8 | 1 | 6 | -1 | -10 | 20 | 3 | -5 | 1 | -4
CCCc1nc2ccccc2c(C(=O)OCC(=O)N2CCc3ccccc32)c1CC | 7 | -5 | -18 | 8 | 9 | 0 | 2 | 1 | 13 | -8
O=c1ccn(CCc2c[nH]c3ccccc23)c2c1CCCC2 | -8 | 3 | 0 | -2 | 4 | -4 | 1 | -7 | 2 | -9
Cc1ccc(-n2ccnc(SCC(=O)NC3CCCC3)c2=O)cc1F | 7 | -3 | 0 | -23 | 5 | 11 | -29 | -54 | -58 | -7
Cc1ccc2nc(NCCNC(=O)c3ccccc3)c(C#N)cc2c1 | -5 | -3 | -4 | -43 | 3 | 5 | -35 | -46 | -116 | -2
Cc1cc(NC(=O)CSCc2ccccc2)no1 | -8 | 0 | -6 | -4 | 3 | 5 | -4 | -3 | 4 | 10
O=C(c1ccc(=O)[nH]n1)N1CCc2ccccc2C1 | 0 | -2 | -5 | -3 | 8 | -3 | 0 | -5 | -2 | -1
COc1ccc(/C(C#N)=C/c2cccnc2)cc1 | 1 | -1 | -9 | -133 | 7 | -3 | -239 | -339 | -306 | -9
COc1ccc(NC(=O)c2ccc3c(c2)C(=O)N(CC2CCCO2)C3=O)cc1 (configuration not stated) | -5 | -9 | -4 | -5 | 3 | 4 | -1 | -6 | -8 | 8
O=C1CC2(CCCC2)CC(=O)N1CCCCN1CCN(c2ncccn2)CC1 | 5 | -3 | -1 | -9 | -5 | -4 | -2 | -2 | -12 | 1
COCCn1nnnc1C(c1cc2ccc(C)cc2[nH]c1=O)N(Cc1ccco1)Cc1cccs1 (configuration not stated) | -4 | 11 | -3 | -16 | -1 | -4 | -35 | -44 | -21 | 6
Cc1ccc(C(NC(=O)C2CCN(Cc3ccc(Cl)c(Cl)c3)CC2)c2ccccn2)cc1 (configuration not stated) | -14 | 5 | 6 | 1 | -17 | -1 | -2 | -2 | 1 | 9
FC(F)(F)c1ccc(Cl)c(NC(=S)NC2CC2)c1 | 13 | 2 | 2 | 0 | 2 | -5 | 1 | -1 | -1 | 2
CCCOc1ccc(/C=c2\sc3ncnn3c2=O)cc1 | 6 | -6 | 6 | 2 | -14 | -10 | 3 | -2 | 0 | -3
CCCn1c(N)c(C(=O)CSc2ncc(C(F)(F)F)cc2Cl)c(=O)[nH]c1=O | 13 | -1 | -4 | -6 | -3 | 5 | 1 | 0 | 2 | 0
CCCCC(=O)NC(NC(=S)N1CCOCC1)C(Cl)(Cl)Cl (configuration not stated) | -8 | -4 | 5 | -2 | 13 | -4 | 3 | 4 | 2 | 1
Cc1cccc(Nc2ncnc3onc(-c4cccc(Cl)c4)c23)c1 | -7 | 7 | -2 | 4 | 4 | 7 | -2 | -5 | 0 | -6
C/C(CC(=O)NCc1ccccc1)=N\NC(=O)c1cnccn1 | 6 | -1 | 11 | 1 | 9 | 11 | 6 | -1 | 2 | -3
Cc1ccc2c(c1)c1c(n2CCc2ccc(C)nc2)CCN(C)C1 | -7 | 2 | -2 | -10 | -9 | 5 | -10 | -18 | -29 | 1
O=C(c1ccc(Cl)c(S(=O)(=O)N2CCCC2)c1)N1CCOCC1 | 3 | -4 | -6 | 2 | 5 | 3 | 1 | 1 | -1 | -9
CC1=C(C(=O)OC(C)(C)C)C(c2cccs2)NC(=O)N1 (configuration not stated) | 3 | 2 | -1 | 2 | 3 | -5 | -1 | 1 | -9 | 1
Cc1cc(S(=O)(=O)NCc2ccncc2)c(C)cc1Br | 0 | 1 | 3 | 1 | 13 | 13 | -2 | -2 | -3 | 0
CCn1cc(C(=O)N2CCN(c3ccc(F)cc3)CC2)c(=O)c2ccc(C)nc21 | x | -2 | 1 | 1 | x | 11 | -1 | 1 | 0 | 1
O=C(N/N=C/c1ccco1)c1cc([N+](=O)[O-])cc([N+](=O)[O-])c1 | -5 | -4 | 0 | 2 | -10 | 13 | 2 | 3 | 7 | 3
Cc1ccc(SCC(=O)NCc2ccco2)cc1 | 12 | -5 | 1 | -6 | -17 | 3 | 3 | -1 | -8 | 1
Cc1ccc(OCCC(=O)OCC(=O)NCCc2ccccc2)cc1 | 11 | -2 | -1 | -1 | 4 | 8 | -1 | -1 | -5 | 2
Cc1cc(-c2nc(-c3ccncc3)no2)ccc1[N+](=O)[O-] | -8 | -7 | 1 | -1 | 1 | 18 | 2 | -2 | -8 | -5
Nc1nc(-c2cc3ccccc3o2)cs1 | -3 | -4 | 5 | -5 | -7 | 2 | 1 | -5 | -8 | 3
Cc1ccc(NC(=O)CN(C)C(=O)CCSc2ccc(F)cc2)cc1 | -3 | 6 | -2 | 2 | 3 | -1 | -20 | -5 | -8 | 1
COc1ccc(CNC(=O)c2cccc(N3CCCC3=O)c2)cc1 | 1 | 4 | 4 | -4 | 8 | -8 | 1 | -2 | -4 | -3
C#CCNC(=O)C[C@@H]1C[C@@]2(C(=O)OC)CCCCC=C2N(Cc2ccc3c(c2)OCO3)C1=O | -1 | 7 | -1 | -3 | 7 | 3 | -1 | -1 | -8 | -1
CCOc1ccc(Cl)cc1/C=N/O | 2 | 0 | -2 | -4 | -17 | -4 | -2 | 1 | -2 | -3
COc1ccc(-c2cc(=O)oc3cc(OC(C)C(=O)NCCCn4ccnc4)ccc23)cc1 (configuration not stated) | -4 | -5 | 3 | -20 | 12 | -5 | -99 | -138 | -77 | 10
O=C(Nc1ccc([N+](=O)[O-])cc1)c1ccc(Cn2cc([N+](=O)[O-])cn2)cc1 | 16 | 1 | -11 | 8 | 9 | -2 | 4 | 2 | -1 | -2
O=S(=O)(c1cccc(-c2nc3ccccc3s2)c1)N1CCOCC1 | 2 | -4 | -3 | 0 | -3 | -2 | 5 | 2 | 8 | 1
O=C(Cn1cc(C(F)(F)F)ccc1=O)N/N=C/c1ccc(Cl)c(Cl)c1 | 1 | 4 | 1 | 2 | 7 | -4 | 1 | 1 | 2 | -5
Clc1cccc(Cl)c1CSc1cc2c(nn1)-c1ccccc1CC2 | 0 | 9 | 5 | 1 | -8 | 3 | 0 | 0 | -5 | -7
O=C(Cc1ccc(Cl)cc1)Nc1cccc(-c2nnc(-c3ccco3)o2)c1 | -7 | -4 | -10 | -3 | 8 | 8 | 0 | 3 | -2 | -1
COc1ccc(CN(CCO)CCO)cc1[N+](=O)[O-] | -10 | 5 | -5 | 2 | -1 | -1 | 4 | 2 | -4 | -6
c1ccc(-c2cc3c(N4CCOCC4)ncnc3s2)cc1 | 0 | -9 | -15 | -43 | 2 | 9 | -27 | -40 | -119 | 4
CN(C)CCNC(C(=O)Nc1cc(Cl)cc(Cl)c1)c1ccccc1 (configuration not stated) | 11 | 8 | 6 | -1 | 8 | 6 | 1 | -1 | -4 | -5
CCOc1cc(/C=N\NC(N)=O)cc(Br)c1OC(C)C | -2 | 0 | -2 | 1 | 10 | -10 | 1 | 4 | 4 | 0
CCCCOc1ccc(CON(C(C)=O)C(C)=O)cc1Cl | -6 | 6 | 2 | 0 | -8 | 7 | -2 | -7 | 7 | 1
Cc1cc(C(F)F)n2ncc(C(=O)N3CCC(C(N)=O)CC3)c2n1 | -4 | -3 | 0 | -2 | 4 | -4 | -13 | -17 | -11 | 2
Cc1ccc(S(=O)(=O)Nc2ccc3c(c2)nc(CCN2CCOCC2)n3C)cc1 | -1 | -7 | -1 | -7 | -5 | 1 | 0 | -8 | -15 | 4
Cc1cccc(NC(=O)c2ccc(F)c(S(=O)(=O)N3CCC4(CC3)OCCO4)c2)c1 | -7 | -1 | 3 | -2 | 6 | 7 | 3 | 1 | 0 | 0
O=C(C=C1SCCS1)/C=C/c1ccco1 | -3 | -6 | 0 | -4 | -2 | -8 | -6 | -11 | -13 | 2
CC(C)(C)c1ccc(O)c(N=Cc2cc(Br)ccc2O)c1 | -7 | 6 | 8 | 1 | -6 | 15 | -3 | -7 | -6 | -5

Screening data as filed in PubChem.
